Screening data from PubChem.
Insulin prom inh – inhibitors of insulin promoter-driven GFP, primary screen, imaging, TRM-6 cells (human fetal islet line), eGFP reporter, cell count. reporter expression induced with tamoxifen. inhibition, % at 2 µM. 0.9% of 130,000 active;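 active = inhibition above the mean plus 3 SD, with well images judged a real hit on visual review, cut at about 60% in these data, passing the limit was not always enough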
sdo1 growth – growth rescue of sdo1-depleted yeast, primary screen, S. cerevisiae, bone marrow failure model. S. cerevisiae sdo1-depleted JHY4D growth rescue, OD600 30 h; stronger effect = higher value; pdr5 snq2 efflux-pump mutant strain. 0.21% of 140,000 active. z-score at 10 µM. AID 817, 2007;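 active = z-score above 3 at both the 24 hr and the 30 hr optical density reads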;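 note: z-score against mean and SD of all compound wells on the same plate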
sdo1 growth Rescue 24 h – second read-out of sdo1 growth, no call of its own (marks repeat the call); z-score; S. cerevisiae sdo1-depleted JHY4D growth rescue, OD600; measured here: growth rescue at 24 h;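 0 is the plate mean of compound wells and units are plate SD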
* hit, by the source's call; nt = no result given; [ ] = another dose, or the depositor's remark.

Start of the data: the first 4 compounds (preview)
SMILES	Insulin prom inh	sdo1 growth	sdo1 growth Rescue 24 h
N#Cc1cc2[nH]c3ccccc3c2[n+](-c2ccc([N+](=O)[O-])cc2)c1N	29	nt	nt
CC(C)OC(=O)CN1C(=O)C(=O)c2ccccc21	-23	-1.2	-0.61
CCc1cccc(OCCCN2C(=O)NC(C)(C)C2=O)c1	nt	-0.43	-0.8
Cc1cc(C(=O)N/N=C/C=C/c2ccccc2)c(C)o1	nt	-0.2	-0.55

The list itself, from the start:
SMILES	Insulin prom inh	sdo1 growth	sdo1 growth Rescue 24 h
N#Cc1cc2[nH]c3ccccc3c2[n+](-c2ccc([N+](=O)[O-])cc2)c1N	29	nt	nt
CC(C)OC(=O)CN1C(=O)C(=O)c2ccccc21	-23	-1.2	-0.61
CCc1cccc(OCCCN2C(=O)NC(C)(C)C2=O)c1	nt	-0.43	-0.8
Cc1cc(C(=O)N/N=C/C=C/c2ccccc2)c(C)o1	nt	-0.2	-0.55
CC(C)(C)NC(=O)COC(=O)CNC(=O)c1cc(Cl)cc([N+](=O)[O-])c1	nt	1	1.2
Cn1c(=O)c2c(nc(N3CCCCCC3)n2CC(=O)c2ccc(Br)cc2)n(C)c1=O	nt	-0.89	-0.73
O=C(CSc1ccc(-c2ccc3c(c2)OCO3)nn1)Nc1nccs1	-14	nt	nt
O=C1NCCCC1C(=O)NCCNC(=O)C(F)(F)F (stereo unspecified)	-39	0.6	0.4
CCCN(CCC)CCNC(=S)Nc1ccc2nc3n(c(=O)c2c1)CCCCC3	-27	nt	nt
COc1ccccc1/C=C1\NC(=S)N(CC2CCCO2)C1=O (stereo unspecified)	-61	0.65	0.33
CC(C)C(NC(=O)OCc1ccccc1)C(=O)O (stereo unspecified)	-29	1.4	1.6
COc1ccc(NC(=O)C2CCCN(S(=O)(=O)c3ccc(C)cc3)C2)cc1OC (stereo unspecified)	24	0.54	0.23
Cc1ccc(S(=O)(=O)/N=C(\c2ccccc2)N(C)S(=O)(=O)c2ccccc2)cc1	-45	-0.29	0.02
O=C(O)c1ccc(CS(=O)c2cccc(C(F)(F)F)c2)o1 (stereo unspecified)	nt	0.98[17.3 µM]	0.37
Cc1c(NC(=O)c2cc(CC(C)C)on2)c(=O)n(-c2ccccc2)n1C	nt	0.37	0.12
N#Cc1ccccc1CSc1nc2ccsc2c(=O)n1Cc1ccccn1	-22	-0.58	-0.68
Oc1c(Br)cc(Cl)cc1C=Nc1ccc(N2CCOCC2)cc1	14	nt	nt
c1ccc(N=P(c2nc3ccccc3o2)(N2CCOCC2)N2CCOCC2)cc1	-8	0.4	0.4
COc1ccc(N2C(=O)C3CCCN3C2c2cc(OC)c(OC)c(OC)c2)cc1 (stereo unspecified)	nt	0.53	0.53
Cc1ccc(Oc2ccc(/C=N/O)cn2)cc1	-18	0.34	0.03
Cn1c(=O)n(CCOc2ccc(Cl)cc2Cl)c2ccccc21	-11	-0.84	0.77
COCCSc1ccccc1C(=O)Nc1cc([N+](=O)[O-])ccc1OC	-29	nt	nt
O=C(COC(=O)c1cccc([N+](=O)[O-])c1)c1ccc(OCc2ccccc2)cc1	33	-1	0.07
O=C(CN1C(=O)CC(c2ccccc2)S(=O)(=O)c2ccccc21)N1CCCCC1 (stereo unspecified)	-44	nt	nt
CCOC(=O)Nc1ccc(C(N)=O)cc1	-11	0.74	0.35
COc1cccc(/C(O)=C/c2nc3ccc(C(=O)NCCc4ccc(Cl)cc4)cc3[nH]c2=O)c1	-130	-0.55	-0.6
O=C(O)c1ccccc1Nc1ccccc1C(=O)O	32	0.22	-1.1
O=[N+]([O-])c1cc(S(=O)(=O)Nc2ccccc2)ccc1N1CCN(c2ccccc2)CC1	nt	-0.12	-0.06
COc1ccc(CN(C(=O)Cn2nnc3ccccc32)C(C(=O)NC(C)(C)C)c2ccco2)cc1 (stereo unspecified)	nt	-1.3	-1.1
CCN(CC)CCNC(=O)c1cn(C)c2ccc(S(=O)(=O)N(C)C3CCCCC3)cc2c1=O	nt	-0.47	0.06
O=C(N=Nc1c(O)[nH]c2ccccc12)c1cc(-c2ccc(F)cc2)n[nH]1	-31	nt	nt
O=c1c2ccccc2c(C=NCCCN2CCOCC2)c(O)n1Cc1ccccc1	3	-0.54	-1.3
CCCCNC(=O)c1cccnc1SCC(=O)Nc1ccccc1OC	nt	-0.18	-0.83
C=CCc1cccc2cc(C(=O)NC3=C(C#N)CCC3)c(=O)oc12	43	0.48	0.66
CSC1=C(C#N)C(c2ccc3c(c2)OCO3)C2=C(CCCC2=O)N1 (stereo unspecified)	-7	0.83	0.97
CC(C)(C)NCc1ccc(OCc2cccs2)cc1	-28	nt	nt
COc1ccccc1NC(=O)Cn1nnc(-c2ccccc2NC(=O)c2cnccn2)n1	-64	nt	nt
Cc1ccc(S(=O)(=O)N/N=C\c2ccc(C)o2)cc1	-25	0.06	-0.13
O=[N+]([O-])c1ccc(Cl)c(/C=N/N2CCN(Cc3ccc(Cl)cc3)CC2)c1	-50	-0.66	0.63
CCCOc1ccc(C(=O)NCC(c2cccs2)N(C)C)cc1 (stereo unspecified)	-36	1.2	1.1
CCOc1ccc(C(C)NC(=O)CCC(=O)O)cc1 (stereo unspecified)	-8	0.38	0
CC(C)(C)c1ccc(-c2nnc(SCCC#N)n2C2CCCC2)cc1	-92	-0.86	-0.55
O=C(C[n+]1ccsc1)c1ccccc1	17	-0.11	-1.2
Cc1nc2oc(C(=O)c3ccccc3)c(N)c2c2c1COC(C)(C)C2	25	0.09	0.43
O=C(c1cc2cc(Br)cc(Br)c2oc1=O)N1CCCC1	-15	-0.09	0.78
Cc1ccc(-c2nnn(CC(=O)Nc3cccc4cccnc34)n2)o1	15	-0.14	-1.2
O=C(Nc1ccccc1Cl)c1cccs1	-45	0.82	1.1
CCN(CC)c1ccc(C=C(c2nnnn2-c2ccccc2)c2nnnn2-c2ccccc2)cc1	-73	0.13	1.6
Cc1cc(F)ccc1S(=O)(=O)Nc1ncnc2sc3c(c12)CCC3	20	nt	nt
CCC(c1nnnn1CCOC)N(Cc1ccc(C)cc1)Cc1cc2cc(OC)ccc2[nH]c1=O (stereo unspecified)	-36	-1.1	-1.4
O=C(Cn1c(CO)nc2ccccc21)NC1CCCCCC1	45	nt	nt
CCOC(=O)C1CCN(Cc2c(O)ccc3ccccc23)CC1	-43	0.44	0.42
OC(c1ccccc1)c1nccc2ccccc12 (stereo unspecified)	50	nt	nt
COc1cccc(C2C(C#N)=C(N)Oc3c2oc(CO)cc3=O)c1OC (stereo unspecified)	nt	1.2	2
CC(NC(=O)NCCCC(=O)O)(C(F)(F)F)C(F)(F)F	8	1	0.78
C=CCNC(=O)C(=O)NCCOc1ccccc1Cl	-3	1.5	1.8
CCN(CC)C(=O)c1ccc(C(=O)c2ccccc2)cc1	-28	0.78	0.37
CCn1c(SCC(=O)Nc2ccccc2C(=O)OC)nnc1-c1ccoc1C	nt	-0.12	-0.31
Cc1c(NC(=O)c2ccc(CN3CCc4ccccc4C3)cc2)c(=O)n(-c2ccccc2)n1C	-36	-0.37	-0.46
CCCn1c(CNc2ccc(Br)cc2)nc2ccccc21	nt	-2.9	-1.9

Further entries:
SMILES	Insulin prom inh	sdo1 growth	sdo1 growth Rescue 24 h
Cc1ccc(NS(=O)(=O)c2ccc(C)c(NC(=O)COc3ccc4ccccc4c3)c2)c(C)c1	-6	nt	nt
Cc1ccc(C(c2c(O)nc3n(c2=O)CCS3)c2c(O)nc3n(c2=O)CCS3)cc1	-9	0.91	0.55
COc1ccc(OC)c(S(=O)(=O)NCCc2ccccc2)c1	nt	-0.13	-0.48
CCn1c(SC(C)C(=O)OC)nnc1-c1c[nH]c2ccccc12 (stereo unspecified)	nt	-0.28	-0.5
Cc1ccc(-c2[nH]c(-c3ccc(Cl)cc3)nc2SCC(=O)NCC2CCCO2)cc1 (stereo unspecified)	41	0.04	0.8
O=C(NC1c2ccccc2-c2ccccc21)c1ccccc1	44	-1.1	-0.79
Cc1ccc2[nH]c(=S)cc(C)c2c1	nt	-0.37	-0.52
Cc1nc(N)sc1C(=O)Nc1ccccc1	-34	0.45	0.24
COc1ccc(CCNC(=S)NC(=O)/C=C/c2ccc(C)cc2)cc1OC	33	nt	nt
Cc1oc2cc(O)ccc2c(=O)c1Oc1ccccc1Br	nt	-1.7	-1.7
Cc1ccc(-n2c(=O)c3ccccc3n(CC(=O)NCc3ccco3)c2=O)cc1	73*	nt	nt
Cc1cc(C)c2c(N)c(C(=O)NN3CC(=O)N(c4ccccc4F)CC3=O)sc2n1	-14	1.8	-0.7
O=C(c1ccc(CS(=O)(=O)Cc2ccc(Cl)cc2)o1)N1CCCC1	nt	0.41	0.34
COCC(O)CSc1c([N+](=O)[O-])nc(C)n1Cc1ccc(OC)c([N+](=O)[O-])c1 (stereo unspecified)	51	0.52	-0.51
CNC(=S)N/N=C/c1cn(Cc2ccc(F)cc2)c2ccccc12	nt	-2.1	-1.5
CSC1=NCCN1C(=O)c1ccco1	nt	1.4	0.92
CCCSc1nnc2nc3c(nn12)c1ccccc1n3C	nt	-0.56	-0.61
Cc1ccc(C(=O)CCNc2cccc(Br)c2)o1	-33	0.58	0.25
CCN1CCN(C(=O)c2ccc3c(c2)N(Cc2ccc(F)cc2)C(=O)c2ccccc2S3=O)CC1 (stereo unspecified)	nt	0.57	0.06
O=C(CSc1ncnc2c1nnn2Cc1ccccc1)NC1CCCC1	0	nt	nt
N#C/C(=C/c1ccc(Oc2ccc([N+](=O)[O-])cn2)cc1)C(=O)N1CCOCC1	24	-0.23	-0.7
CCOC(=O)c1ccc(CNS(=O)(=O)c2c(C)ccc3nsnc23)o1	-6	0.22	0.31
CCOc1ccccc1CN1CCN(Cc2nc3ccccc3s2)CC1CCO (stereo unspecified)	4	nt	nt
COc1ccc(C)cc1NC(=O)C1C2C=CC(C2)C1C(=O)O (stereo unspecified)	14	1.1	-0.22
CC(C)(C)C(=O)c1cn(CC(=O)NCc2ccc3c(c2)OCO3)c2ccccc12	-7	-1.8	-1.5
CCN(c1ccccc1)S(=O)(=O)c1ccc(NC(=O)C(C)(C)C)cc1	27	-1.2	0.2
COc1cccc(Nc2nc(-c3sc(N)nc3C)cs2)c1	-403	-1	-1.4
COc1ccccc1Nc1ncc(C(C)=O)c(C)n1	-24	0.97	0.55
CN(CCc1ccccn1)C(=O)c1ccc(OC(F)(F)F)cc1	-17	nt	nt
CCOC(=O)c1sc2nc[nH]c(=O)c2c1C	42	1	0.8
CCOc1ccc(-n2c(=S)sc3c(=O)[nH]c(SCC(=O)C(C)(C)C)nc32)cc1	-14	nt	nt
OCCSc1nc2ccccc2n1CCOc1ccccc1	-13	-0.93	-0.82
O=C(c1ccc(F)cc1F)N1CCN(c2ncccn2)CC1	-39	0.81	1.1
COc1cc(C2NC(=O)NC(c3ccccc3)=C2C(C)=O)ccc1OCC(=O)O (stereo unspecified)	0	2.4	1.4
COc1cc(-c2nc3ccc4ccccc4c3c3c2CCC3)ccc1O	-44	-1.4	-0.35
COc1ccc(-c2nc(CN3CCCCC3CCc3ccccn3)c(C)o2)cc1 (stereo unspecified)	-4	nt	nt
CCCCCCn1c(SCC(=O)OC)nc2c1c(=O)[nH]c(=O)n2C	nt	-0.81	-0.99
O=C(O)C1C2C=CC(C3CC23)C1C(=O)N1CCc2ccccc21 (stereo unspecified)	44	0.3	0.32
O=C(CN1CCN(c2ccc(F)cc2)CC1)Nc1cc(C(F)(F)F)ccc1Cl	-82	-0.73	-0.7
CCn1cc(C(=O)OCC(=O)NCc2ccc3c(c2)OCO3)c(=O)c2ccc(C)nc21	nt	-0.06	-0.76
COc1ccc(C2CC(c3ccccc3)=NN2C(=O)CSc2ncccn2)cc1 (stereo unspecified)	nt	-0.94	-0.98
COc1ccc(/C(C)=N/Nc2ccc(C(=O)O)cc2)cc1OC	-39	-0.04	-0.35
Cc1ccc(NC2=C/C(=N\S(=O)(=O)c3cccs3)c3ccccc3C2=O)c(C)c1	22	-2	-0.41
COc1ccc(C(=O)SC2=NCCS2)cc1OC	50	0.06	0.42
CC1CC(=O)C2=C(C1)Nc1ccccc1N(C(=O)COc1ccccc1)C2c1ccco1 (stereo unspecified)	45	0.5	-0.18

Entries of single compounds, quoted from the list:
COc1cc(-c2nc3ccc4ccccc4c3c3c2CCC3)ccc1O is listed as Insulin prom inh: -44; sdo1 growth: -1.4; sdo1 growth Rescue 24 h: -0.35
COc1ccc(C2CC(c3ccccc3)=NN2C(=O)CSc2ncccn2)cc1 (stereo unspecified) is listed as Insulin prom inh: nt; sdo1 growth: -0.94; sdo1 growth Rescue 24 h: -0.98

Next section.
SMILES	Insulin prom inh	sdo1 growth	sdo1 growth Rescue 24 h
COCc1nnc(NC(=O)CCCOc2ccccc2OC)s1	43	1.6	1
O=C(NCc1nnc(SCc2ccc(C(F)(F)F)cc2)n1-c1ccccc1)C12CC3CC(CC(C3)C1)C2	-38	0.05	0.85
Cn1c(SCC(=O)NCc2cccs2)nnc1-c1ccco1	-15	1.9	0.82
Cc1cc(Nc2ccc3c(c2)OCCO3)n2ncnc2n1	nt	-1.3	-1.1
Cc1ccc(S(=O)(=O)N2CCN(C(=S)NCCc3ccccc3)CC2)cc1	-47	nt	nt
COc1nc(OC)nc(N2CCCCCC2)n1	-54	0.16	0.27
Cc1cc(NC2CCCCC2)n2c(n1)nc1ccccc12	-45	nt	nt

An excerpt, so the mix of outcomes need not match the whole.
